Assay outcomes: PubChem, several laboratories
ROCK2 blocker: inhibitors of human Rho kinase 2; purified ROCK2, Kinase-Glo ATP depletion luminescence; 60,000 tested, 0.35% active; AID 604; inhibition, % at 6 µM; O75116;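 active means inhibition above the screen-wide mean inhibition plus 3 SD, cut at about 18% in these data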;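 further: plate controls were DMSO wells for no effect and Y-27632 control wells after no-enzyme background subtraction for full effect; many of its hits are not listed in these tables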
PKA kinase inh: inhibitors of human protein kinase A. P17612. PKA Kemptide phosphorylation, Kinase-Glo ATP luminescence. inhibition, % at 6 µM. 65,000 tested, 0.1% active;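 active means inhibition above the screen-wide mean inhibition plus 3 SD, cut at about 21% in these data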; further: many of its hits are not listed in these tables
JNK3 blocker: blocks human JNK3 kinase activity | AID 746 | inhibition, % at 8 µM | purified JNK3 kinase activity, HTS | 60,000 tested, 0.61% active | P53779; in the data active means inhibition above about 17%;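 further: 0% = DMSO and 100% = reference inhibitor; many of its hits are not listed in these tables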
CatB mix inh: human cathepsin B inhibition by mixtures. Purified cathepsin B, AMC dipeptide fluorescence, compound mixtures. P07858. inhibition, %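 (ten-compound pools at 5 µM per compound and 50 µM total)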. AID 488. 62,000 tested, 0.06% active; in the data active means inhibition above about 22%, passing the limit was not always enough;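 further: 0% = enzyme without compound and 100% = no enzyme blank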
CatS inh: blocks human cathepsin S protease activity; 62,000 tested, 0.06% active; recombinant cathepsin S, AMC dipeptide fluorescence, pooled mixtures; inhibition, %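 (tested at 5 µM per compound within 10-compound mixtures)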; P25774; in the data active means inhibition above about 32%, passing the limit was not always enough;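 further: 0% = enzyme without compound and 100% = blank without enzyme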
Target sequence (P25774 115-331 limits assumed): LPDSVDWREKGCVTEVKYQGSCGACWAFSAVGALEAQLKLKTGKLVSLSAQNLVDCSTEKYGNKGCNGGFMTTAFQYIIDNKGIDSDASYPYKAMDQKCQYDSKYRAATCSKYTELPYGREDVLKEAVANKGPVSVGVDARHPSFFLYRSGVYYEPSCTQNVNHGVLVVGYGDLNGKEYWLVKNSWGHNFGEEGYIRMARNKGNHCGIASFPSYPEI
CatB block: inhibitors of human cathepsin B | purified cathepsin B, fluorogenic substrate, fluorescence | inhibition, %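 (tested at 10 µM)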 | 63,000 tested, 0.1% active | AID 453; in the data active means inhibition above about 21%;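 further: 0% = enzyme with no compound and 100% = no enzyme blank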
RORa activator: RORA (human) activation. P35398. CHO-K1 Gal4-RORA LBD luciferase reporter, luminescence; percent increase over mock-subtracted basal signal. activation, % at 10 µM. 65,000 tested, 1.5% active. AID 560;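 active means activation above the mean of all tested compounds plus 3 SD, cut at about 49% in these data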;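 further: 0% = DMSO-treated RORA cells and 100% = added signal equal to DMSO minus mock-transfected cells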
Target sequence (P35398 whole entry, looked up, the tested form may be a part): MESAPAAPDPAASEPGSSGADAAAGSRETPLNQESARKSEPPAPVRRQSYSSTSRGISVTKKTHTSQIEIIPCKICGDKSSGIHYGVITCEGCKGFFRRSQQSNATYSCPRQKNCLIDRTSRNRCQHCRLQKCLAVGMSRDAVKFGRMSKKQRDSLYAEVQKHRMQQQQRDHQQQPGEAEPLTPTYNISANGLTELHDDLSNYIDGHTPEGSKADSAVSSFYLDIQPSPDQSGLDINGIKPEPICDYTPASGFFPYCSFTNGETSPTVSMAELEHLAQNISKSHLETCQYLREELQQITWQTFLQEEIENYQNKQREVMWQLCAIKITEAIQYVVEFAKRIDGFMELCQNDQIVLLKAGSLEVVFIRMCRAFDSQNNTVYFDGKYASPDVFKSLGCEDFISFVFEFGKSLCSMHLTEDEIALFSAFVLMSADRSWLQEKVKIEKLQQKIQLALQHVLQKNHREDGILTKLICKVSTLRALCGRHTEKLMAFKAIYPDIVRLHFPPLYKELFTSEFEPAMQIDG
Ec RNAP inh: blocks E. coli RNA polymerase transcription; P0A8V2; fluorescence transcription assay; inhibition, %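 (tested at 10 µM)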; 62,000 tested, 0.2% active; AID 559; in the data active means inhibition above about 20%;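 further: 0% = enzyme without compound and 100% = no enzyme blank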
AP complement: alternative pathway complement inhibition, orthogonal assay | Human serum alternative complement pathway, LPS-coated ELISA, C3 deposition; tested in compound mixtures | inhibition, % at 5 µM | 62,000 tested, 0.08% active | AID 1235;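 active means inhibition above 30% in each of the two pooled mixtures holding the compound, so the lower value exceeds 30%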;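 further: 0% = serum in Mg-EGTA without compound and 100% = EDTA serum blank; some compounds past the cut are filed as inactive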
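Medium: diluted human serum in Mg2+-EGTA GVB++. Assay system: human serum complement alternative pathway, C3 deposition onto LPS. Also added: Plate-bound LPS. Technique: Anti-C3 ELISA, OD 450 nm. Measure: percent inhibition. Incubation: 1 h at 37 °C. Dosing: 5 µM each compound, pools of ten, 50 µM per pool.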
* marks the source's active call; other numbers are inactive results; . = not tested or not shown. These rows are one share of the data (hit frequency here may not be typical).

Sample of the layout:
SMILES	ROCK2 blocker	PKA kinase inh	JNK3 blocker	CatB mix inh	CatS inh	CatB block	RORa activator	Ec RNAP inh	AP complement
Cc1noc(C)c1COC(=O)C1CC(O)CN1S(=O)(=O)c1ccc(Cl)cc1 (stereo not given)	0	5	-2	5	2	5	17	0	-11
CCOC(=O)C1CCN(C(=O)CN(c2ccc(Cl)c(C(F)(F)F)c2)S(C)(=O)=O)CC1	2	2	3	6	-4	-3	5	2	6
CC(NCC1(N2CCOCC2)CCCCC1)C(=O)N1CCc2ccccc21 (stereo not given)	2	3	0	4	-4	5	6	1	11
CC1(C)C(c2cccs2)=NC(c2ccccc2)N1O (stereo not given)	0	4	-7	7	3	1	-16	7	11

All compounds of this part (from the top)
SMILES	ROCK2 blocker	PKA kinase inh	JNK3 blocker	CatB mix inh	CatS inh	CatB block	RORa activator	Ec RNAP inh	AP complement
Cc1noc(C)c1COC(=O)C1CC(O)CN1S(=O)(=O)c1ccc(Cl)cc1 (stereo not given)	0	5	-2	5	2	5	17	0	-11
CCOC(=O)C1CCN(C(=O)CN(c2ccc(Cl)c(C(F)(F)F)c2)S(C)(=O)=O)CC1	2	2	3	6	-4	-3	5	2	6
CC(NCC1(N2CCOCC2)CCCCC1)C(=O)N1CCc2ccccc21 (stereo not given)	2	3	0	4	-4	5	6	1	11
CC1(C)C(c2cccs2)=NC(c2ccccc2)N1O (stereo not given)	0	4	-7	7	3	1	-16	7	11
Cc1cc(OCC(=O)Nn2cnnc2)c(C)cc1Br	5	4	4	5	-4	1	-7	4	16
CCOC(=O)c1ccccc1NC1c2ccccc2C(=O)N1C1CCN(C(=O)OCC)CC1 (stereo not given)	1	9	0	7	16	5	6	16	-2
COc1ccc(OC)c(C2SCCN2S(=O)(=O)c2cccc(C(F)(F)F)c2)c1 (stereo not given)	3	0	-1	9	12	-4	-4	7	10
O=C(CN1CCOCC1)NC1CC2CCC1C2 (stereo not given)	6	9	2	2	-4	3	-5	3	1
Cc1nnc(SCCn2c(N3CC(C)CC(C)C3)nc3c2c(=O)[nH]c(=O)n3C)s1 (stereo not given)	-1	1	-2	2	4	12	-21	8	7
O=C(Nc1c(C(=O)NCc2ccco2)cnn1-c1ccccc1)c1cccc(F)c1	-1	2	-6	2	7	-2	5	1	22
CN=C1c2cc3c(Br)c(OC)ccc3n2CCN1C	-3	6	0	-3	-1	4	-1	4	5
CCCCN(Cc1ccccc1)C(=O)C1CCCN(S(=O)(=O)c2cnc[nH]2)C1 (stereo not given)	2	3	3	0	0	3	11	9	16
CCOc1cc(C2C(C(=O)c3ccc(C)o3)=C(O)C(=O)N2CCc2ccccc2)ccc1O (stereo not given)	.	8	.	3	-3	4	-16	-1	12
O=C(CSc1nnc(CCc2nc3ccccc3[nH]2)n1-c1ccccc1)NCc1ccco1	7	-8	0	3	-1	7	-14	10	1
Cc1ccc(OS(=O)Nc2cccc3nccnc23)cc1 (stereo not given)	2	-6	7	2	-1	3	11	-2	10
O=C(Nc1ccccc1N1CCCC1)c1ccco1	5	8	-11	-7	4	3	-13	1	5
CCOC(=O)c1cccc(N2C(N)=NC(N)=NC2(C)C)c1	5	2	-11	6	6	-3	-4	0	13
COc1ccc(N2CCN(C(=O)c3ccc(CS(=O)(=O)c4ccc(OC)cc4)o3)CC2)cc1	4	2	3	2	14	2	-8	4	6
CCC(OC(=O)c1cccs1)C(=O)NCc1ccco1 (stereo not given)	-3	7	2	8	6	0	1	11	8
CSc1nsc(SCC(=O)Nc2cccc(C(C)=O)c2)n1	6	6	-3	17	10	4	0	6	-2
COc1ccc(OC)c(C2=NOC(C(=O)Nc3cc(C)nn3-c3ccccc3)C2)c1 (stereo not given)	4	7	-3	7	23	2	-4	12	9
COC(=O)c1[nH]c(C)c(/C(O)=C2\C(=O)C(=O)N(CCN(C)C)C2c2ccco2)c1C (stereo not given)	3	4	-2	-8	27	3	-22	16	-8
O=C(CC1(O)C(=O)N(Cc2ccc3c(c2)OCO3)c2ccccc21)c1ccccc1 (stereo not given)	3	10	1	-4	5	0	-15	-6	-11
COC(=O)Cn1nnc(-c2cccc(OC)c2)n1	-2	-4	-3	0	19	0	-1	2	12
COc1ccc(OCCSc2nnnn2C2CCCCC2)cc1	-2	0	-4	6	1	-3	-4	4	0
Cc1ccc(-c2nnc(SCC(=O)Nc3ccc(S(=O)(=O)N4CCCCCC4)cc3)o2)cc1	-5	-8	6	5	-4	-3	-20	8	15
CCc1cccc(NC(=O)CN(C)S(=O)(=O)c2cnc[nH]2)c1	6	4	3	2	-5	-3	12	1	17
CCOC(=O)Cc1c(C)c2c(C)nn(-c3ccccc3)c2oc1=O	.	1	.	-4	-16	-2	-16	-4	1
Cc1cccc2cc(CN(Cc3ccccc3)C(=O)N(C)C)c(=O)[nH]c12	1	7	8	6	5	0	-1	9	4
Cc1nc2c(-c3ccccc3)c(C)nn2c(C)c1CCC(=O)O	1	7	-3	8	11	-2	10	8	3
CCC(C)C(NC(=O)c1ccccc1NC(=O)c1ccco1)C(=O)NC1CCCCC1 (stereo not given)	1	8	9	5	1	-2	-19	2	14
CC(NC(=O)C1C(=O)N(CCO)C2(C)CC1c1ccccc1O2)c1ccccc1 (stereo not given)	-1	-1	-1	4	12	4	-1	4	6
O=C(Nc1ccccc1C(=O)O)c1ccc2ccccc2n1	5	13	9	3	-3	2	45	9	10
COc1ccc(-n2cnnc2SCc2csc(-c3ccccc3)n2)cc1	0	4	-10	2	-3	5	-16	3	-5
COC(=O)CNc1c(-c2ccccn2)nc2ccc(Br)cn12	.	-4	.	4	10	-5	60*	6	0
O=C(NCc1nc2ccccc2[nH]1)c1ccc(Cl)c(S(=O)(=O)N2CCCC2)c1	0	-1	9	6	12	3	-12	3	7
COCCn1c(=S)[nH]c2cc(C(=O)N3CCC(C(N)=O)(N4CCCCC4)CC3)ccc2c1=O	.	-4	.	-7	-6	2	-14	-6	0
O=C(NC1CCCCC1)NC1(C(=O)NCCCN2CCOCC2)CCCCC1	4	3	3	2	9	2	3	8	4
CCN(CC)CCNC(=O)C1c2ccccc2C(=O)N(C)C1c1cn(C)c2ccccc12 (stereo not given)	.	3	.	-1	-4	2	-11	1	-5
O=C(Nc1cnn(C23CC4CC(CC(C4)C2)C3)c1)c1cnn2cccnc12	3	3	0	0	-8	-1	4	4	12
Cn1nnnc1SCC(=O)Nc1ccccc1C(=O)NCc1ccccc1	2	2	4	9	9	1	-34	5	16
COc1ccc(CCNC(=O)c2sc(=S)n(C)c2N)cc1	1	0	-5	-2	4	-1	-12	3	6
CCC(C)NS(=O)(=O)c1ccc(NS(C)(=O)=O)cc1 (stereo not given)	5	8	4	-6	-5	2	-5	5	8
COc1cccc(NC(=O)c2ccc3c(c2)N(CC(=O)N2CCCCC2)C(=O)C(C)(C)O3)c1	7	8	-7	-1	-5	2	-8	6	-2
OCCN(CCO)CC(O)Cn1c2ccccc2c2ccccc21 (stereo not given)	4	10	5	2	-5	1	-4	2	12
O=c1sc(Nc2ccccc2)nc2ccsc12	.	4	.	8	14	3	70*	7	1
N#Cc1c(-c2ccccc2)nc(N2CCCCCC2)[nH]c1=O	1	10	9	5	0	6	-9	4	2
CC(=O)c1cccc(NC(=O)C=C(C)C)c1	2	-4	-4	3	2	-1	-27	1	12
COc1ccc(NC(=O)c2cc(C(C)C)on2)c(OC)c1	-1	-4	-5	-1	2	2	70*	2	13
CC1CC1C(=O)OCc1cc(=O)n2cc(Br)ccc2n1 (stereo not given)	-1	10	-3	3	13	8	32	12	-22
Cc1onc(-c2c(Cl)cccc2Cl)c1C(=O)NCC1CCCO1 (stereo not given)	-32	4	2	1	0	1	-6	-5	1
Nc1ccc(C2CCCc3nonc32)c2nonc12 (stereo not given)	5	11	-6	1	-15	0	-19	3	-4
CCN(CC)CCCNC(CC(=O)O)C(=O)O (stereo not given)	-1	-1	2	-1	5	3	0	0	5
O=C1c2ccccc2C(=O)N1c1ncccn1	8	4	-8	.	.	1	10	9	.
COc1ccc(NC(=O)c2cc3cc(OC)ccc3oc2=N)cc1	8	11	4	-6	-4	-5	-2	-2	10
Cc1c(C(=O)N2CC(C)OC(C)C2)oc2ccccc12 (stereo not given)	6	15	2	1	-6	2	17	10	3
COc1cccc(-c2nc(CS(=O)(=O)CC(=O)NCCC(C)C)c(C)o2)c1	0	6	2	7	26	0	-20	10	8
CCc1c(C)c2ccc(O)c(CN(C)C)c2oc1=O	7	10	3	-18	-34	-14	13	-168	3
Clc1cccc(CSc2nnc(-c3cccnc3)n2Cc2ccco2)c1	7	4	-4	1	3	3	9	9	37*
Cc1onc(-c2ccccc2Cl)c1C(=O)Nc1ccc(-n2nncc2C(C)(C)C)cc1	.	-5	.	-1	11	4	-11	2	2

Reprinted at random: two records from the list
SMILES	ROCK2 blocker	PKA kinase inh	JNK3 blocker	CatB mix inh	CatS inh	CatB block	RORa activator	Ec RNAP inh	AP complement
CC1CC1C(=O)OCc1cc(=O)n2cc(Br)ccc2n1 (stereo not given)	-1	10	-3	3	13	8	32	12	-22
CCc1c(C)c2ccc(O)c(CN(C)C)c2oc1=O	7	10	3	-18	-34	-14	13	-168	3

New compounds follow
SMILES	ROCK2 blocker	PKA kinase inh	JNK3 blocker	CatB mix inh	CatS inh	CatB block	RORa activator	Ec RNAP inh	AP complement
Cc1cc(NC(=O)CSc2nnc(C3COc4ccccc4O3)o2)no1 (stereo not given)	8	10	-1	-3	-9	2	31	4	32
Cc1cc(C)cc(NC(=O)NCc2nnc(SCc3ccccc3)n2C)c1	-2	1	-5	5	14	1	-13	15	2
O=S(=O)(O)c1nnc2sc3ccccc3n12	10	11	1	1	6	3	13	12	1
CCN1CCN(C(C(=O)NC2CCCC2)c2ccc(Cl)cc2)CC1 (stereo not given)	4	4	-2	2	0	3	3	10	17
CCOC(=O)c1cc2sccc2n1CC(=O)c1ccc2c(c1)OCCO2	-3	4	-5	0	0	3	-19	-3	22
Cc1c(CN(C)C(=O)CSc2nc(-c3ccco3)cc(C(F)(F)F)n2)cnn1C	1	0	-1	4	4	7	-8	7	8
CC(C)Sc1nnc(Nc2ccccc2)s1	4	3	1	5	-10	3	44	1	26
CCOC(=O)c1c(C)n(C)c2ccc(OC)c(NC(=O)CN3CCN(Cc4ccccc4)CC3)c12	-5	-9	-19	.	.	7	-18	9	.
CCCCOC(=O)C1=C(C)NC2=C(C(=O)CCC2)C1c1cc(OC)ccc1OC (stereo not given)	5	2	-3	1	5	1	17	3	13
CCOC(=O)N1CCN(C(=O)c2cn(CCOC)c(=O)c3c2c2ccccc2n3C)CC1	5	13	-1	0	-4	3	-18	0	9
O=C(O)c1cc2ccc3ccccc3c2[nH]1	.	-5	.	4	15	-1	-5	8	7
CN(CCc1ccccn1)C(=O)Nc1ccc(F)cc1	.	5	.	4	1	0	-5	6	6
CCCc1cc(C(=O)NCc2ccco2)no1	0	-3	0	3	-7	-3	39	-2	20
Cc1c(C(=O)OC2CCCC2C)[nH]c2c1C(=O)CCC2 (stereo not given)	0	-5	0	-11	-10	8	25	4	18
CCOC(=O)N1CCN(Cc2nc3c(c(=O)n(C)c(=O)n3C)n2Cc2ccccc2)CC1	2	12	0	4	0	2	-13	7	10
Cc1cccc2cc(CN(Cc3ccco3)S(=O)(=O)c3ccc4c(c3)OCCO4)c(=O)[nH]c12	-3	-2	5	6	5	-2	22	6	-4
CCN(CC)S(=O)(=O)c1cccc(C(=O)Nc2cc(C)nn2-c2nc(C)cc(C)n2)c1	.	5	.	6	0	2	-7	5	13
CC(C)C(CCN1C(=O)CCC1=O)C1CCOC(C)(C)C1 (stereo not given)	.	9	.	0	-8	6	-8	4	2
C=CCNC(=O)C1CCN(S(=O)(=O)c2ccccc2)CC1	-1	0	4	5	-8	-7	22	2	16
